# Assay outcomes: PubChem, National Center for Advancing Translational Sciences (NCATS)
# Shiga inhibitor: A qHTS for Small Molecule Inhibitors of Shiga Toxin; Vero cells, Shiga toxin protein synthesis inhibition reporter; inhibition, % at 38.7 µM; 290,000 compounds, 9.2% hits; AID 2315, 2010; in the data active means inhibition mostly above about 28%, no sharp cut-off; inactive means mostly below about 43%; further: 0% is about no effect
# Pf growth 48h: Primary qHTS for delayed death inhibitors of the malarial parasite plastid, 48 hour incubation; P. falciparum luciferase growth in erythrocytes, 48 h; Potency, µM (titrated, usually from 28.7 µM), for inactives: at the highest dose activity change, negative = inhibition, actives largely listed as inhibitors; 310,000 compounds, 5.9% hits; further: potency means the concentration at half of the fitted maximal effect; on the % scale 0 is the no-effect control and ±100 the full control effect
#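 First compound was added to culture medium, then infected red cells at 0.1% parasitemia and 2% hematocrit (final). After incubation at 37 C under 5% CO2, luciferase detection reagent was dispensed and light output recorded.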
# Cycloheximide cs: Cycloheximide Counterscreen for Small Molecule Inhibitors of Shiga Toxin | cell reporter, cycloheximide protein synthesis inhibition counterscreen | max response, % | 300,000 compounds, 12% hits | AID 2314, 2010; in the data active means max response mostly above about 13%, no sharp cut-off; inactive means mostly below about 14%; further: read at 38.3 µM for the half of the compounds with a filed dose; 0% is about no effect
# HCV inh: qHTS Assay for Inhibitors of Hepatitis C Virus (HCV) | Huh7.5.1 HCVcc-Cre infection, luciferase reporter, 44 h | Potency, µM (highest dose often 41.8 µM), inactives show at the highest dose activity change, negative = inhibition, actives largely listed as inhibitors | 340,000 compounds, 3.4% hits | AID 651820, 2012; further: potency means the concentration at half of the fitted maximal effect; on the % scale 0 is the no-effect control and ±100 the full control effect
#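 Infectious HCVcc-Cre (~0.5 moi) was added to cells just after compound, with cells seeded 4 h earlier at 1,000 per well. Luciferase activity after 44 h culture reported infection; substrate was incubated 15 min at room temperature before reading.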
# Giardia FBPA inh: qHTS Assay for Inhibitors of Fructose-1,6-bisphosphate Aldolase from Giardia Lamblia. Potency, µM (highest dose often 59.6 µM), inactives show at the top dose activity, negative = inhibition, hits mostly inhibitors. 290,000 compounds, 0.71% hits. purified Giardia FBPA; further: potency means the concentration at half of the fitted maximal effect; on the % scale 0 is the no-effect control and ±100 the full control effect; nearly all actives have a fitted effect of over 55% in size
# Target sequence (A8B2U2 whole entry, looked up): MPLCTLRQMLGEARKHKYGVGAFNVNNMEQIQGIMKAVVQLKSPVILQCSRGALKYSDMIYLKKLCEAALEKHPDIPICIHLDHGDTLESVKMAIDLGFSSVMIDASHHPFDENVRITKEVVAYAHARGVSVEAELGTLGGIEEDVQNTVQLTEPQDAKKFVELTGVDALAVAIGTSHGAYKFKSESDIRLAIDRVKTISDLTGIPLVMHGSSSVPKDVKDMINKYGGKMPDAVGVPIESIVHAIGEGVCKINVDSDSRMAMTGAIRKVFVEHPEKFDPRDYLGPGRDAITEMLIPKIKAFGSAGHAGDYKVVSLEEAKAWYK
#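 Giardia FBPA (40 nM reagent) was preincubated 10 min at RT with compound (up to 57.5 uM final), then substrate plus GAPDH/TPI/NAD/arsenate coupling system with diaphorase/resazurin was added; resorufin fluorescence (525/598 nm) was read after 20 min.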
# Pf growth 96h: Primary qHTS for delayed death inhibitors of the malarial parasite plastid, 96 hour incubation. P. falciparum luciferase reporter growth, 96 h. 320,000 compounds, 6.9% hits. Potency, µM (titrated, usually from 28.7 µM), without a hit: at the highest dose activity change, negative = inhibition, actives largely listed as inhibitors. AID 504834, 2011; further: potency means the concentration at half of the fitted maximal effect; on the % scale 0 is the no-effect control and ±100 the full control effect
#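 Delayed-death screen, second-generation endpoint: infected erythrocytes, 2% hematocrit, 0.05% parasitemia final; 96 hours at 37 C, 5% CO2; luciferase detection reagent; luminescence decrease equals reduced growth.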
# An asterisk follows results filed as active; ? = inconclusive; nt = not tested or not shown; [ ] = dose if it differs, or a comment. Unless noted, the call rests on the fitted dose curve; in most records, active means well fitted curve in the direction sought with a large enough effect; inconclusive means small, poorly fitted or top-dose-only effect, or another doubt; inactive means no such curve, though single readings can be large; an effect the other way counts as inactive or inconclusive.
1	Cc1ccc(-c2csc3ncnc(SCc4ccc(C(=O)O)cc4)c23)cc1
2	CC(C)CN(CC(C)C)C(=O)Cc1coc2ccc3ccccc3c12
3	CCCN1CCC(=O)N([C@H](CSc2ccc(OC)cc2)c2ccccc2)CC1
4	COc1ccc(OC)c(CN2CCC(N3CCC(C(=O)NC4CC4)CC3)CC2)c1
5	COc1ccc(C(=O)O/N=C(\N)Cc2ccc([N+](=O)[O-])cc2)c(OC)c1
6	CCOC(=O)N/N=C(\c1ccccc1)C(O)c1ccccc1 (configuration not stated)
entry no.	1	2	3	4	5	6
Shiga inhibitor	10	-8	37*	10	4	-21
Pf growth 48h	-1%	?	?	12%	?	-8%
Cycloheximide cs	1	-3	15*	-1	9	-1
HCV inh	-8%	?	-10%	-14%	-19%	-9%
Giardia FBPA inh	8%	1%	-1%	nt	-1%	-10%
Pf growth 96h	18%	?	?	-18%	?	69%[activator]

# Ordered by formula weight (high to low): part of the list above.
4	COc1ccc(OC)c(CN2CCC(N3CCC(C(=O)NC4CC4)CC3)CC2)c1
1	Cc1ccc(-c2csc3ncnc(SCc4ccc(C(=O)O)cc4)c23)cc1
6	CCOC(=O)N/N=C(\c1ccccc1)C(O)c1ccccc1 (configuration not stated)
entry no.	4	1	6
Shiga inhibitor	10	10	-21
Pf growth 48h	12%	-1%	-8%
Cycloheximide cs	-1	1	-1
HCV inh	-14%	-8%	-9%
Giardia FBPA inh	nt	8%	-10%
Pf growth 96h	-18%	18%	69%[activator]

# More entries follow:
7	Nc1ccc(C(=O)NC23CC4CC(CC(C4)C2)C3)cc1
8	Nc1cccc2c(=O)[nH]ccc12
9	O=C(COc1ccccc1)c1cn(Cc2ccccc2)c2ccccc12
10	O=C(NCc1ccncc1)c1cc(-c2ccc(Cl)cc2)oc1C(F)(F)F
11	CCCCCN(C(=O)NC(=O)NC(C)CC)S(C)(=O)=O (configuration not stated)
12	O=P(Oc1ccccc1)(Oc1ccccc1)C(Nc1ccccc1)c1ccccc1 (configuration not stated)
entry no.	7	8	9	10	11	12
Shiga inhibitor	-9	1	36	-8	-12	-9
Pf growth 48h	0%	nt	?	8%	nt	?
Cycloheximide cs	-2	-3	18*	1	-3	-4
HCV inh	11%	nt	-11%	11µM*	22%	9%
Giardia FBPA inh	28%	?	-1%	-1%	3%	2%
Pf growth 96h	-13%	nt	-3%	8%	28%	1.7µM*

13	O=c1cnn(-c2ccc(Cl)cc2Cl)c(-c2ccccc2)c1
14	O=C(CNCc1ccccc1)Nc1cccc(Cl)c1Cl
15	CCOc1cc(C(=O)N(C)CC(=O)Nc2cccc(F)c2)ccc1OCC(=O)N1CCOCC1
16	CCCCCCCNC(=O)C1(CC2CC(c3ccc(Cl)cc3)=NO2)CCNCC1 (configuration not stated)
17	COc1ccc(NS(=O)(=O)c2cccs2)cc1S(=O)(=O)N1CCCCC1
18	OC1CCN(C(c2ccc3ncccc3c2)c2nnnn2C2CCCCC2)CC1 (configuration not stated)
entry no.	13	14	15	16	17	18
Shiga inhibitor	-14	5	nt	-2	nt	18
Pf growth 48h	nt	16%	?	-77%	?	?
Cycloheximide cs	-2	15	nt	0	nt	-6
HCV inh	?	7%	17%	9%	0%	6%
Giardia FBPA inh	-3%	16µM*	nt	5%	nt	-1%
Pf growth 96h	?	?	7%	6.6µM*	1%	0%

19	COc1ccc(-c2noc(CN(C(=O)C(C)(C)C)C(C)C)n2)cc1
20	Cc1cc(C)c2nc(N3CCN(C(=O)c4ccco4)CC3)sc2c1
21	COC(=O)CCC(=O)N1CN2CN(C(=O)CCC(=O)OC)CC([N+](=O)[O-])(C2)C1
22	CO/N=C/C(c1ncc(C(F)(F)F)cc1Cl)S(=O)(=O)c1ccccc1 (configuration not stated)
23	OCCN(Cc1ccccc1)Cc1cccc(F)c1
24	CCCCP(=O)(CCCC)Cc1ccccc1O
entry no.	19	20	21	22	23	24
Shiga inhibitor	55	nt	18	12	-14	-10
Pf growth 48h	0%	7%	18%	10µM*	26%	15µM*
Cycloheximide cs	8	nt	1	-1	-2	-2
HCV inh	1%	7%	6%	15%	9%	15%
Giardia FBPA inh	19%	nt	14%	-7%	?	3%
Pf growth 96h	30%[activator]	-26%	-10%	9.3µM*	22%	?

25	CC1=C(C(=O)NC2CCCc3c2cnn3-c2ccc(F)cc2F)OCCO1 (configuration not stated)
26	CN(CC(=O)Nc1cccc(F)c1)C(=O)CCCN1C(=O)c2cccc3cccc(c23)C1=O
27	Cc1ccc(NC(=O)c2ccc(C(C)(C)C)cc2)cc1[N+](=O)[O-]
28	Cn1c(CN2CCOCC2)nc2cc(NC(=O)COc3ccc([N+](=O)[O-])cc3)ccc21
29	CCOC(=O)c1cnc2c(Cl)cccc2c1NCCN1CCOCC1
30	O=[N+]([O-])c1ccc(Cl)c(C2Nc3cccc4cccc(c34)N2)c1
entry no.	25	26	27	28	29	30
Shiga inhibitor	-1	nt	12*	-11	15	-4
Pf growth 48h	8%	34%[activator]	89%[activator]	?	-1%	?
Cycloheximide cs	-3	nt	43*	-1	-2	-3
HCV inh	?	?	?	-18%	-8%	-29%
Giardia FBPA inh	nt	nt	4%	4%	-1%	?
Pf growth 96h	19%	-1%	-25%	?	103%[activator]	?

31	Cc1ccc(CSc2ccc(S(=O)(=O)N3CCCC3)cn2)cc1
32	COc1cc(NC(=O)Cn2c(=O)n(-c3cccc(C)c3)c(=O)c3c(C)c(C)sc32)cc(OC)c1
33	CC(C)N1CCNCC1
34	Cc1ccc(OCCCC(=O)Nc2ccc(S(N)(=O)=O)cc2)cc1
35	COc1cccc(NC(=O)CN(C)C(=O)CCSc2ccc(C)cc2)c1
36	CCN(CC)C(=O)Cn1cnc([N+](=O)[O-])n1
entry no.	31	32	33	34	35	36
Shiga inhibitor	nt	-6	3	24	nt	-8
Pf growth 48h	?	-1%	4%	6%	10µM*	1%
Cycloheximide cs	nt	-1	-2	21	nt	-3
HCV inh	?	-8%	-2%	2%	4%	6%
Giardia FBPA inh	nt	3%	-7%	5%	nt	-4%
Pf growth 96h	?	62%[activator]	43%[activator]	15µM*	-12%	53%[activator]

37	COc1ccc(NC(=O)CN2CCN(C(=O)C3CCCO3)CC2)c(OC)c1 (configuration not stated)
38	CC(C)C(=O)N1CCC(c2nc(-c3ccc(S(=O)(=O)N4CCN(C)CC4)cc3)no2)CC1
39	Cc1noc(C)c1CSc1ncnc2sc3c(c12)CCC(C)C3 (configuration not stated)
40	O=C1CC(c2cc([N+](=O)[O-])ccc2Cl)c2c(ccc3ccccc23)N1 (configuration not stated)
41	CC(=O)CSc1nc2c(c(=O)[nH]c(=O)n2C)n1Cc1cccc(Br)c1
42	COCCn1c(SCC(=O)c2cc(C)n(C)c2C)nc2ccccc2c1=O
entry no.	37	38	39	40	41	42
Shiga inhibitor	-11	-5	-12	-4	-9	39
Pf growth 48h	-20%	?	24%	?	-16%	51%[activator]
Cycloheximide cs	-2	4	-6	-2	-2	11*
HCV inh	0%	-27%	1%[0.335 µM]	16%	13µM*	?
Giardia FBPA inh	10%	1%	3%	7%	0%	-4%
Pf growth 96h	-24%	?	18%	41%[activator]	44%[activator]	-21%

43	COC(=O)C1=C(C(=O)OC)C2(OC1c1cccc(F)c1)C(=O)c1ccccc1C2=O (configuration not stated)
44	CCCCn1c(SCC(=O)NC2CCS(=O)(=O)C2)nnc1-c1ccc(OC)cc1 (configuration not stated)
45	Cc1ccsc1C(=O)OCC(=O)Nc1c(Cl)cccc1C(F)(F)F
46	Cc1cc(O)c(C(C)C)cc1N=C1CSC(=O)N1
47	Cc1cc(C)c2cc(CN(CC3CCCO3)S(=O)(=O)c3ccc4c(c3)OCCO4)c(=O)[nH]c2c1 (configuration not stated)
48	CN(C(=O)CNC(=O)OCc1ccccc1)c1ccc(Br)cc1C(=O)c1ccccc1Cl
entry no.	43	44	45	46	47	48
Shiga inhibitor	-5	nt	3	44	8	-12
Pf growth 48h	?	?	9%	47%[activator]	?	?
Cycloheximide cs	-2	nt	1	-1	-1	-4
HCV inh	9%	11%	-3%	1%	-15%	?
Giardia FBPA inh	-1%	nt	0%	-14%	0%	-1%
Pf growth 96h	nt	-7%	4%	-11%	nt	-79%

# Two compounds picked at random from those above, as already listed:
46	Cc1cc(O)c(C(C)C)cc1N=C1CSC(=O)N1
43	COC(=O)C1=C(C(=O)OC)C2(OC1c1cccc(F)c1)C(=O)c1ccccc1C2=O (configuration not stated)
entry no.	46	43
Shiga inhibitor	44	-5
Pf growth 48h	47%[activator]	?
Cycloheximide cs	-1	-2
HCV inh	1%	9%
Giardia FBPA inh	-14%	-1%
Pf growth 96h	-11%	nt

# (listing goes on)
49	Cc1nn(-c2ccccc2)c(C)c1C(=O)OCC(=O)Nc1ccc2c(c1)OCO2
50	O=C(Nc1ccccc1)N1CCCC(CNS(=O)(=O)Cc2ccccc2)C1 (configuration not stated)
51	Cc1nn(C)c(C)c1S(=O)(=O)N1CCC(C(=O)NCC2COc3ccccc3O2)CC1 (configuration not stated)
52	O=C(NC(=S)Nc1ccc2[nH]ncc2c1)c1ccccc1
53	CC1(C(=O)O)CCC(C(=O)NC2CCCCC2)C1(C)C (configuration not stated)
54	Cc1ccc(S(=O)(=O)Nc2cc3c4c(c2)CC(=O)N4CCC3)cc1
entry no.	49	50	51	52	53	54
Shiga inhibitor	3	10	27	88*	3	nt
Pf growth 48h	0%	11%	nt	74%[activator]	nt	-17%
Cycloheximide cs	1	13*	-2	35*	-3	nt
HCV inh	?	16%	2%	?	20%	?
Giardia FBPA inh	-1%	0%	2%	-28%	1%	nt
Pf growth 96h	-15%	-6%	?	nt	33%[activator]	-9%

# In the list so far, two have a COOH group:
1	Cc1ccc(-c2csc3ncnc(SCc4ccc(C(=O)O)cc4)c23)cc1
53	CC1(C(=O)O)CCC(C(=O)NC2CCCCC2)C1(C)C (configuration not stated)
entry no.	1	53
Shiga inhibitor	10	3
Pf growth 48h	-1%	nt
Cycloheximide cs	1	-3
HCV inh	-8%	20%
Giardia FBPA inh	8%	1%
Pf growth 96h	18%	33%[activator]

# More entries:
55	CN(CC(=O)Nc1cc(S(=O)(=O)N2CCCC2)ccc1Cl)Cc1cccs1
56	COc1cccc(CN2CCNC(=O)C2CC(=O)N(C)Cc2nc(C)cs2)c1OC (configuration not stated)
57	CN(C)C(CNC(=O)C1CCN(S(=O)(=O)c2ccccc2)CC1)c1ccccc1 (configuration not stated)
58	COc1cc(Cl)c(CC(=O)c2c[nH]c3ccccc23)cc1OC
59	Nn1c(Cc2ccc(F)cc2)n[nH]c1=S
60	CCS(=O)(=O)N1Cc2ccccc2CC1C(=O)Nc1ccc(OC)cc1 (configuration not stated)
entry no.	55	56	57	58	59	60
Shiga inhibitor	-10	-1	2	-4	-15	48
Pf growth 48h	?	-10%	0%	?	5%	-26%
Cycloheximide cs	-2	-2	-1	-3	-1	35*
HCV inh	6.3µM*	41%[activator]	10%	?	7%	-16%
Giardia FBPA inh	-7%	nt	4%	0%	?	2%
Pf growth 96h	-18%	15%	0%	?	14%	-3%[5.75 µM]

61	C=C(C)c1cccc(C(C)(C)NC(=O)NCCN(CC)CC)c1
62	Cc1cc(NC(=O)COc2ccc(C)c(C)c2)no1
63	Cc1ccc2c(CC(=O)NC3=NCCS3)coc2c1
64	COc1ccccc1-c1cc(C(F)(F)F)n2ncc(C(=O)N3CCc4ccccc4C3)c2n1
entry no.	61	62	63	64
Shiga inhibitor	-2	65*	58*	-17
Pf growth 48h	-13%	73%[activator]	26%	2.3µM*
Cycloheximide cs	12	39*	29*	-2
HCV inh	-2%	0%	9%	11µM*
Giardia FBPA inh	3%	8%	-1%	5%
Pf growth 96h	4.1µM*	?	64%[activator]	?
